MOR-DOR ag: agonists of OPRM1-OPRD1 heterodimerization, primary screen, cell-based, luminescence; AID 504326, 2011; Mu-type opioid receptor (Homo sapiens) + Delta-type opioid receptor (Homo sapiens), …; cells; 0.3% of 340,000 active; activation, % at 9.3 µM; in the data active means activation above about 18%;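 further: 0% = vehicle-treated cells and 100% = reference agonist; values of inactives mirror those of a sister screen read the other way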
Cardiac RTF inh: cardiac RTF calcium sensitivity inhibitors, primary screen, biochemical, IANBD-TnC fluorescence, EC70 calcium. inhibition, % at 7.15 µM. IANBD-labeled cardiac RTF, Ca2+ fluorescence. 0.12% of 340,000 active. Troponin I, cardiac muscle (Homo sapiens) + Troponin T, cardiac muscle (Homo sapiens) + …;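 active means inhibition above the mean inhibition of all tested compounds plus 3 SD, cut at about 17% in these data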;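 further: assay run at fixed EC70 calcium of 1.6 mM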
C-LANA FP: inhibitors of KSHV C-LANA binding to DNA, primary screen, biochemical, fluorescence polarization, FAM-LBS DNA, MBP-C-LANA, single point | Kaposi's sarcoma herpesvirus LANA C-terminal domain (residues 932-1162) DNA binding | 0.078% of 340,000 active | inhibition, % at 9 µM;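 active means highest replicate inhibition at or above 60% at 9 µM, even if other replicates fall short; inactive means all replicates below 60% inhibition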;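 further: 0% = neutral control wells and 100% = 4 µM acridine orange control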
Wnt act: Wnt/beta-catenin pathway activators, primary screen, cell-based, plate reader, single point | Wnt/beta-catenin reporter cell assay, activator | 1.2% of 300,000 active | activation, % at 9.35 µM | AID 743398, 2014; in the data active means activation above about 30%, passing the limit was not always enough; inconclusive means no clear call, values can overlap the other calls;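 further: 0% = neutral control wells and 100% = positive control wells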
DSG3 Ab inh: inhibitors of pemphigus antibody binding to DSG3, primary screen, biochemical, bead-based, flow cytometry, scFv-GFP. DSG3-coupled beads, scFv-anti-DSG3-GFP binding; stronger effect = lower value. binding (percent of control), % at 10 µM. 0.48% of 310,000 active;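 active means binding more than 3 SD below its plate's average and above zero; inconclusive means below that plate limit but binding exactly zero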;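 further: hits lower antibody fragment binding to DSG3; some compounds called inactive have numbers as strong as hits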
Target sequence (P32926 whole entry, looked up, the tested form may be a part): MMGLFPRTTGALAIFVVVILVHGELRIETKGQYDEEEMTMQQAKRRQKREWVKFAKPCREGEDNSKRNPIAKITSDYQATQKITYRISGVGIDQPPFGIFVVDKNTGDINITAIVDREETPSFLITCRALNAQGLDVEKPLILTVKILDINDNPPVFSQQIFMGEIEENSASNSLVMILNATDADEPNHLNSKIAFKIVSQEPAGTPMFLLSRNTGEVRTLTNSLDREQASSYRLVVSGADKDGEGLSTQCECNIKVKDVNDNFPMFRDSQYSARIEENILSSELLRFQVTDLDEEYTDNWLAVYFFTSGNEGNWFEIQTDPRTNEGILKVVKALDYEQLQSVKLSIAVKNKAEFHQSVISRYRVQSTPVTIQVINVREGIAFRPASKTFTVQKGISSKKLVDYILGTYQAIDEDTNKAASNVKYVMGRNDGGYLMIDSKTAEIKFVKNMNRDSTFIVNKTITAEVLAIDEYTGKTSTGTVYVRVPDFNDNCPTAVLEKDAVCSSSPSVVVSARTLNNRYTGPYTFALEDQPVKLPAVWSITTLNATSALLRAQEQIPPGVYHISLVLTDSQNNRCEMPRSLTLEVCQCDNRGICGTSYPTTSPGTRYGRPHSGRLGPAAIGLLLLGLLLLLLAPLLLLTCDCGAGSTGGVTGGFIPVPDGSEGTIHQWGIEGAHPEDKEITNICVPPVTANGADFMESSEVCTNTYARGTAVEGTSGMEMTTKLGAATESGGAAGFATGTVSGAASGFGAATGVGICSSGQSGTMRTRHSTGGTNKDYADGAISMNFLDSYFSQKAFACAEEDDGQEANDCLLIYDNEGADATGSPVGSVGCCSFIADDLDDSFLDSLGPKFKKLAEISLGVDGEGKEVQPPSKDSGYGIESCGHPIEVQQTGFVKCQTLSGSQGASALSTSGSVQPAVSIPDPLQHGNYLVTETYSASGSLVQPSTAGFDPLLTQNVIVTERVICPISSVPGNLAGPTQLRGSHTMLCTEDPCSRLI
Arrestin-AP2 inh: inhibitors of beta-arrestin/AP2 binding, primary screen, biochemical, GPCR trafficking, flow cytometry; beta-arrestin 1 C-terminal peptide binding to AP2 beta2-adaptin appendage (human); inhibition, % at 10 µM; FITC-arrestin peptide / GST-AP2 beads; AP2 beta2 appendage carries R879A mutation; AID 504490, 2011; 0.31% of 340,000 active;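 active means inhibition above a set limit, near 3 SD of compounds lacking own fluorescence, cut at about 54% in these data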;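 further: plate controls were DMSO wells for no effect and 5 µM unlabelled arrestin peptide for full effect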
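System: GST-AP2 R879A glutathione beads; medium: PBS, Tween 20 0.05%, BSA 0.1%; reagent: fluorescein-tagged arrestin peptide at 50 nM final; schedule: pre-incubation 12 min, peptide binding 1 h, room temperature; detection: flow cytometry, FL1 (488/535 nm); read-out: inhibition as reduced fluorescein signal on beads, percent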
V-ATPase pH: regulators of yeast V-ATPase proton pumping, primary screen, pHLuorin cytosolic pH fluorescence; response, % at 10 µM; S. cerevisiae; 0.37% of 350,000 active; AID 504577, 2011; in the data active means response mostly above about 7.3%, no sharp cut-off; inactive means mostly below about 5.4%; further: actives read high; inactives centre near 0; some compounds called inactive have numbers as strong as hits; reference of the scale not given here
cardiac RTF act: cardiac RTF calcium sensitivity activators, primary screen, biochemical, IANBD-TnC fluorescence, EC20 calcium; 0.24% of 340,000 active; IANBD-labeled TnC RTF fluorescence at EC20 calcium; 0% EC20 calcium, 100% full calcium; activation, % at 7.2 µM;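 active means activation above the mean over all tested compounds plus 3 SD, cut at about 30% in these data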;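 further: rise in fluorescence read as greater calcium sensitivity of cardiac thin filaments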
MOR-DOR inv ag: inverse agonists of MOR-DOR heterodimerization, primary screen, cell-based, luminescence; Mu-type opioid receptor (Homo sapiens) + Delta-type opioid receptor (Homo sapiens), …; cell-based MOR-DOR heterodimer luminescence, inverse agonism; inhibition, % at 9.3 µM; 0.21% of 340,000 active; in the data active means inhibition above about 22%, passing the limit was not always enough;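 further: 0% = cells with DMSO and 100% = wells without cells with DMSO; values of inactives mirror those of a sister screen read the other way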
Keap1-Nrf2 PPI: Keap1-Nrf2 protein-protein interaction inhibitors, primary screen, biochemical, fluorescence polarization, single point; 0.15% of 340,000 active; inhibition, % at 9.4 µM; Kelch-like ECH-associated protein 1 (Homo sapiens), Q14145; AID 504523, 2011; Keap1 Kelch-Nrf2 peptide fluorescence polarization, 1536-well; in the data active means inhibition above about 12%; inconclusive means no clear call, values can overlap the other calls; inactive means below about 7.3%;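 further: human Keap1 Kelch domain with fluorescein labeled Nrf2 9mer peptide probe; 0% = neutral control wells and 100% = peptide positive control; higher means more block of Keap1 binding to Nrf2 peptide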
Numbers without * were called inactive; ? = inconclusive; . = no result given.

SMILES	MOR-DOR ag	Cardiac RTF inh	C-LANA FP	Wnt act	DSG3 Ab inh	Arrestin-AP2 inh	V-ATPase pH	cardiac RTF act	MOR-DOR inv ag	Keap1-Nrf2 PPI
CS(=O)(=O)N(CC(=O)Nc1ccccc1C(=O)N1CCOCC1)c1ccc(F)c(Cl)c1	0.5	-7	0.5	1	123	9	16*	3	-3	-1
Cc1cc(C)c2nc(N3CCN(C(=O)c4cccs4)CC3)sc2c1	-1.2	-5	-1.2	2	102	-4	-5	1	7	3
Cc1c(C(=O)N2CCN(Cc3ccc4c(c3)OCO4)CC2)sc2ncnc(N3CCN(c4ccccc4F)CC3)c12	-0.2	-8	1.0	-2	107	13	-2	-7	1	-2
COc1ccccc1NC(=O)c1ccc(NC(=O)Cc2n[nH]c(=O)c3ccccc23)cc1	-1.0	-6	-0.6	0	105	-19	8	0	5	-6
c1cncc(-c2nc(NCc3cccs3)c3ccccc3n2)c1	-0.9	6	0.8	0	107	-3	0	-2	5	1
Cc1ccc(CNC(=O)CS(=O)(=O)Cc2nc(-c3ccc(C)cc3)oc2C)cc1	-0.1	-7	2.1	1	99	-6	-15	-3	0	-3
N#Cc1ccc(C(=O)NC2CCCc3ccccc32)cc1 (centres undefined)	-1.8	-10	-1.1	-7	108	13	-2	4	10	-1
O=C(Nc1ccc(Cl)cc1)[C@@H]1[C@@H]2C(=O)N(c3ccc(Cl)cc3)C(=O)[C@@H]2[C@H]2C=CC=NN21	0.0	-40	-0.6	9	100	4	-5	0	0	1
O=C(COc1ccc(/C=N/NS(=O)(=O)c2ccccc2)cc1)N1CCOCC1	1.1	-5	0.1	-6	90	18	1	9	-6	2
COc1cccc(CNC(=O)CCNC(=O)c2ccc(Br)o2)c1	-2.1	-6	-0.8	1	99	-14	7	-1	11	0
O=C(NNC(=O)c1cc([N+](=O)[O-])ccc1Cl)c1cccs1	1.3	0	-0.1	-3	90	3	6	4	-10	-5
O=C(OCc1nnc(-c2ccccc2)o1)C12CC3CC(CC(Br)(C3)C1)C2	1.4	-2	-0.3	3	101	-17	0	-6	-8	1
O=C1Nc2ccc(S(=O)(=O)NCc3ccco3)c3cccc1c23	6.3	1	-1.4	.	97	2	-1	-2	-35	2
O=C(O)c1occc1CSc1ccccc1	-3.4	-16	-1.8	0	119	20	-1	1	18	1
COc1ccc(C(=O)NNC(=O)Cc2nc3ccccc3n2C)cc1	-2.0	3	0.0	-4	117	4	2	11	10	-1
COc1cc(O)c(/C=N/NC(=O)c2ccncc2)c(OC)c1[N+](=O)[O-]	-0.6	-1	-1.5	-1	92	11	3	2	3	-1
O=C(/C=C/c1ccc([N+](=O)[O-])cc1)N1CCN(S(=O)(=O)c2ccccc2)CC1	-1.2	-3	0.5	-2	99	-4	0	-3	5	-1
C=CCNc1oc(-c2ccco2)nc1S(=O)(=O)c1ccccc1	-0.8	-11	0.7	1	.	36	-1	1	4	-8
COc1ccc(NC2=CC(c3ccccc3)N(c3ccc(OC)cc3)C2=O)cc1 (centres undefined)	.	.	.	12	106	43	1	.	.	.
Cc1cc(C(=O)Nc2ccc(S(=O)(=O)Nc3nccs3)cc2)c(C)o1	-1.6	1	1.5	-4	94	2	-1	-8	9	4
CC(=O)C(/C=N/c1ncc(C(F)(F)F)cc1Cl)=C(\C)O	-3.5	-4	0.2	0	101	2	0	11	16	7
CC[C@H](C)[C@H](NC(=O)OCc1ccccc1)C(=O)OCC(=O)N(C)CC(=O)Nc1ccccc1Cl	0.1	7	1.8	-2	92	22	2	-9	-1	1
COc1cccc(C2NC(=O)NC(O)(C(F)(F)F)C2C(=O)c2cccnc2)c1OC (centres undefined)	-2.6	-1	-0.6	-2	101	-1	-1	-2	12	1
O=C(O)c1cccc(-c2nnn(Cc3ccccc3)n2)c1	0.2	-6	-0.2	18	.	10	18	-1	-1	5
Cc1[nH]nc2cn[nH]c12	-2.1	-9	-1.2	.	105	-5	2	4	11	-7
COc1ccc(-c2noc(CN3CCOCC3)n2)cc1OC	-2.6	-5	0.4	-1	.	25	-4	-7	11	0
CCOC(=O)c1ccc(NC(=O)Cc2coc3cc4c(cc23)CCC4)cc1	8.8	8	-0.2	-2	101	3	-2	0	-64	-10
COc1cc(/C=N/NC(=O)c2sc(N)c(C#N)c2C)ccc1O	1.7	-3	2.0	.	107	11	3	4	-9	-4
Cc1nc2ccc(-c3nc4cc(N)ccc4o3)cc2[nH]1	-1.3	2	-0.8	33*	.	-4	3	2	7	-4
COc1cc(C(=O)OC(C)C(=O)NCC2CCCCC2)cc(NC(=O)c2ccco2)c1OC (centres undefined)	27*	3	-0.5	-1	90	-10	6	5	-157	-6
CSCc1cccc(C(=O)OC(C)C(=O)Nc2c(C)n(C)n(-c3ccccc3)c2=O)c1 (centres undefined)	-5.0	-11	0.1	-1	101	3	2	-1	20	-6
O=C(N/C(=C/c1ccccc1)C(=O)N1CCCCCC1)c1ccccc1	0.2	-17	-1.2	2	101	6	-2	2	-1	-4
CC(C)CN1CCC(CN2CCNC(=O)C2=O)CC1	-0.6	-12	4.1	1	106	-11	7	3	3	3
O=C(CCN1C(=O)CSc2ccccc21)Nc1cccc(C(F)(F)F)c1	0.9	2	-2.3	-2	92	36	0	-3	-4	?
Cc1ccc(NCc2nnc(SCC(=O)NNC(=O)Cc3ccccc3)n2C)cc1	0.8	-11	-1.1	1	95	-5	9	12	-4	-2
CCc1ccc(OCC(=O)NC2CC(C)(C)NC(C)(C)C2)cc1	-0.6	-3	-0.6	6	121	8	-1	0	3	0
Cc1ccccc1OCC(O)CN (centres undefined)	-3.2	1	-0.7	.	.	19	6	-4	16	0
O=C(c1ccc(F)cc1Cl)N1CCN(S(=O)(=O)c2cccs2)CC1	-1.8	-10	0.5	-3	106	-11	1	0	12	1
CCSc1ccc2nnc(-c3cccs3)n2n1	-0.8	8	1.1	0	118	16	0	0	4	-2
CCCNC(=O)OCCC12CC3CC(CC(C3)C1)C2	9.4	-4	-1.1	?	101	7	5	-2	-53	3
O=c1[nH]c(Cc2cccc(C(F)(F)F)c2)nc2ccccc12	12	-11	0.4	0	97	11	-1	-5	-61	-4
COc1ccc(C(CNC(=O)C2CC(=O)N(Cc3ccccc3)C2)N2CCOCC2)cc1 (centres undefined)	-1.4	-1	-0.2	1	86	4	-2	-3	6	0
COc1cccc(C(=O)NC2CC(C)(C)Cc3c2cnn3-c2cccc(F)c2)c1OC (centres undefined)	-2.3	1	-0.4	1	.	-5	2	-1	12	2
O=C(NNC(=O)C1CC(c2cccnc2)=NO1)Nc1cccc(F)c1 (centres undefined)	-1.1	-6	0.3	.	95	-4	3	3	5	-2
CC(C)c1ccc(NC(=O)NC2(C(=O)NCc3cccnc3)CCCCC2)cc1	-0.3	-9	-1.9	-2	98	31	-1	-4	2	-2
Cc1ccc(C)c(S(=O)(=O)N/N=C/c2ccc(N3CCOCC3)cc2)c1	0.1	-20	-2.8	-3	92	5	0	2	0	1
O=C(CSc1nc(=O)[nH]c2c1CCCC2)Nc1cc(C(F)(F)F)cc(C(F)(F)F)c1	-5.2	-2	-0.8	-2	99	-8	1	-4	26	1
CC(=O)c1cccc(NC(=O)c2csc3c2CCCCC3)c1	1.1	9	1.6	12	109	-2	1	3	-5	-3
COc1cc(NC(=O)CSc2nnc(Cn3nnc4ccccc43)n2C)cc(OC)c1	-3.6	11	0.3	-2	.	2	2	-1	18	-2
CCOc1ccc(OCCSc2nnnn2-c2ccccc2)cc1	0.8	0	-1.4	3	99	4	-2	5	-4	-2
Cc1cc(C(F)F)n2nc(C(=O)Nc3cccc(C(F)(F)F)c3)nc2n1	-1.3	1	0.0	.	103	-7	3	6	8	-5
Cc1ccc2nc(SCC(=O)NCCCN3CCCC3=O)[nH]c2c1	-1.6	-4	-0.2	1	.	-8	1	1	6	-5
Cc1ccc(NC(=O)C2CCN(S(C)(=O)=O)CC2)cc1C	-1.1	-1	-0.2	.	84	-8	1	0	6	4
Cc1cccc(NC(=O)CCC2CCN(C(=O)c3ccc(C)s3)CC2)c1	-4.4	-2	0.0	-2	100	-13	3	4	22	-4
CCCCOC(=O)c1ccc(NC(=O)c2ccoc2C)cc1	3.1	-2	-1.1	.	95	11	1	1	-16	-1
CCOC(=O)CC/C(=N\NC(N)=O)c1ccc(OC)c(Cl)c1	-2.9	8	-1.3	-8	103	28	-1	4	17	-1
COc1ccccc1NS(=O)(=O)c1ccc2oc(SCC(C)=O)nc2c1	-0.9	0	1.1	-4	99	8	3	2	5	-4
O=C(NC(=S)NNC(=O)c1ccccc1O)c1ccc(F)cc1	-3.2	1	0.1	0	114	9	0	-4	18	-3
O=C(Nc1nc2ccccc2s1)C1CCCO1 (centres undefined)	-2.2	2	-0.7	.	99	-4	9	-2	11	-6
O=C(Nc1cccc(-c2csc(Nc3cccc(C(F)(F)F)c3)n2)c1)c1cc([N+](=O)[O-])cc(C(F)(F)F)c1	0.1	-4	-2.0	-10	91	2	9	-3	0	1

Continuation.
SMILES	MOR-DOR ag	Cardiac RTF inh	C-LANA FP	Wnt act	DSG3 Ab inh	Arrestin-AP2 inh	V-ATPase pH	cardiac RTF act	MOR-DOR inv ag	Keap1-Nrf2 PPI
COc1cccc(NC(=O)CN2C(=O)NC3(CCCCCC3)C2=O)c1	-3.3	3	0.0	1	.	-3	-1	-11	16	-1
CN(C)S(=O)(=O)n1cc(/C=C(\NC(=O)c2ccccc2F)C(=O)NCCCn2ccnc2)c2ccccc21	-2.4	-6	-0.8	-1	.	13	-6	-5	13	5
O=C(Nc1ccc(Cl)cc1)C1CCN(C(=O)c2cccs2)CC1	0.6	-23	-1.4	-3	97	39	0	-5	-4	-1
COc1ccc(NC(=O)CCc2c(C)nn(-c3ccc(N4CCOCC4)nn3)c2C)cc1	-0.4	-9	-1.2	7	105	6	9	-3	2	-1

This is a random part of the collection; overall some 3.1% were active at least once.
